Compound activity: PubChem BioAssay, several laboratories
PP5 primary: PP5 phosphatase inhibitors, primary screen, biochemical, fluorescence; Serine/threonine-protein phosphatase 5 (Homo sapiens), P53041; purified PP5c, OMFP substrate fluorescence; inhibition, % at 6.7 µM; 320,000 compounds, 0.18% hits; AID 1987, 2009;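 active = inhibition above the campaign's mean inhibition across all tested compounds plus 3 SD, cut at about 9.5% in these data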;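 also: 0% = DMSO only and 100% = 100 µM cantharidin control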
proCasp3 act: activators of human procaspase-3 D3A mutant, primary screen, biochemical, absorbance, PC-3 D3A mutant, single concentration | recombinant procaspase-3 D3A, Ac-DEVD-pNA absorbance 405 nm | activation, % at 8.5 µM | 330,000 compounds, 0.11% hits;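 active = activation above the mean of all tested compounds plus 3 SD, cut at about 21% in these data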;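 also: 0% = DMSO alone and 100% = DMSO wells spiked with extra 5 µM PC-3 D3A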
Target sequence (P42574 whole entry D9A/D28A/D175A): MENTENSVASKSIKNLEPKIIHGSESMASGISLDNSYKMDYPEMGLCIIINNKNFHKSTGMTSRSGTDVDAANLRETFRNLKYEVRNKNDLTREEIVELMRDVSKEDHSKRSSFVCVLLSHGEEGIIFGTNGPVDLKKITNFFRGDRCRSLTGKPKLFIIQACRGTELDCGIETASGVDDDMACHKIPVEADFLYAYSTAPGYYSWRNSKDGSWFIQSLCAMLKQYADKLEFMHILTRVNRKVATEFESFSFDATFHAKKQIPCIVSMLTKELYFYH
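Assay system: Autoprocessing-dead procaspase-3 D3A mutant enzyme; also added: Ac-DEVD-pNA; doses: one concentration, 8.5 µM nominal, 0.8% DMSO; times: 1 h compound preincubation, 2 h substrate hydrolysis at 25 °C; technique: 405 nm absorbance of p-nitroaniline, reads at 0 and 120 min; measure: % activation between DMSO and enzyme-spiked controls; repeats: single replicate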
GRK2 inh: compounds blocking aptamer binding on GRK2 – biochemical, human GRK2, bead flow cytometry, HTS, primary screen; 330,000 compounds, 0.59% hits; FAM-aptamer displacement from GRK2; AID 488847, 2010; inhibition of aptamer binding, % at 10 µM;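 active = inhibition of aptamer binding above 40%, roughly 3 SD of noise, on plates passing a quality check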;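 also: median bead fluorescence of bound FAM aptamer so fluorescent compounds give negative values; no value below 0 was filed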
VLA-4 inh: inhibition in human VLA-4 binding assay, primary screen, VLA-4 allosteric modulator project, MLPCN library, flow cytometry, VLA-4 expressing cells; inhibition, % (about 7 µM as worked out from the volumes in the protocol); ligand binding flow cytometry; Integrin alpha-4 (Homo sapiens), P13612; AID 2557, 2010; 330,000 compounds, 0.2% hits; in the data active = inhibition above about 50%
JMJD2C inh: inhibitors of GASC-1 histone demethylase, primary screen, biochemical, fluorescence, DELFIA europium | Lysine-specific demethylase 4C (Homo sapiens), Q9H3R0 | 330,000 compounds, 0.069% hits | GST-JMJD2C(1-420) H3K9me3 demethylation | inhibition, % at 2.35 µM;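 active = more than half of a compound's replicate wells show inhibition beyond 50%, single wells judged on their own value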;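 also: signal counts dimethyl H3K9 product captured on neutravidin plate; 0% = median of DMSO wells and 100% = 0.3 times that DMSO median; strong numbers were not always called active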
Target sequence (Q9H3R0 1-420 limits assumed): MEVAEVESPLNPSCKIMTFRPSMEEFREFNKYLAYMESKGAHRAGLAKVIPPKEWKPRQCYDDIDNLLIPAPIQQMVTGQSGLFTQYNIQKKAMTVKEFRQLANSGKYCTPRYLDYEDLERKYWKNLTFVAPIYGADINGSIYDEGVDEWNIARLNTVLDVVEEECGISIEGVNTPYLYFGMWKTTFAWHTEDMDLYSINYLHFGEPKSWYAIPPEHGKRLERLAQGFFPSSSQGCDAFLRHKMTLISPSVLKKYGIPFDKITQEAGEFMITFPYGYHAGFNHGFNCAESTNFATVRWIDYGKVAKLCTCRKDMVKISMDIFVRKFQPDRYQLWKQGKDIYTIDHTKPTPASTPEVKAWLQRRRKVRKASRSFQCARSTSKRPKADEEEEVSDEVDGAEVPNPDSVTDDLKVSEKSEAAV
procasp7 counter: procaspase-7 activators, primary screen, counter-screen for procaspase-3 activator project, biochemical, absorbance, HTS, human; 330,000 compounds, 0.093% hits; recombinant procaspase-7, Ac-DEVD-pNA absorbance 405 nm; D23A/D198A/D206A triple mutant, cannot self-cleave; scale: DMSO 0, 5 µM enzyme 100; activation, % at 8.5 µM; AID 463210, 2010;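 active = percent activation above the screen-wide mean plus 3 SD, cut at about 25% in these data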
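Assay system: Uncleavable procaspase-7 mutant enzyme; Input: 2 µM procaspase-7 mutant as dispensed; Also added: DEVD-pNA substrate; Medium: Zinc-free HEPES pH 7.4 with 300 mM NaCl, 0.01% Triton X-100; Timing: 1 h compound preincubation, 2 h substrate cleavage, 25 °C; Measured by: Epi-absorbance of released pNA at 405 nm, two timepoints.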
PP1 counter: PP1-alpha phosphatase inhibitors, primary screen, counter-screen for PP5 inhibitor project, biochemical, fluorescence, OMFP substrate, single point; inhibition, % at 6.7 µM; AID 2235, 2010; Serine/threonine-protein phosphatase PP1-alpha catalytic subunit (Homo sapiens), P62136; 320,000 compounds, 0.9% hits; purified PP1alpha;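 active = inhibition above the mean inhibition of all tested compounds plus 3 SD, computed separately for each screening campaign, cut at about 15% in these data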
Target sequence (P62136 whole entry, looked up): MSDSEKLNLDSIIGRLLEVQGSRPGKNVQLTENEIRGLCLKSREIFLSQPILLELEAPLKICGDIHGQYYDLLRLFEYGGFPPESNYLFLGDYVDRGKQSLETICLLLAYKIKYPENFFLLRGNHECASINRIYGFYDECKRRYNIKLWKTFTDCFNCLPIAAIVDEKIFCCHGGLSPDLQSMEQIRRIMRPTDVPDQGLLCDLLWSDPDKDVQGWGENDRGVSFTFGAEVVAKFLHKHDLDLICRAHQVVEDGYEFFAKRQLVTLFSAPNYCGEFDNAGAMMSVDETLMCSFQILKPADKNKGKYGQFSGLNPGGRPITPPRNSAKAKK
HCV core dimer: inhibitors of HCV core protein dimerization, primary screen, biochemical, TR-FRET, high-throughput; TR-FRET GST/Flag-core106 dimerization, 1536-well; inhibition, % at 5 µM; 300,000 compounds, 0.33% hits;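 active = inhibition above the mean of all tested compounds plus 3 SD, set per screening campaign, cut at about 45% in these data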
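test system = GST/Flag-tagged HCV core106 proteins | probe or stimulus = Eu donor and XL665 acceptor anti-tag antibodies | times = compound-protein-antibody incubation 4 h at 22.5 °C | signal = TR-FRET, excitation 340 nm, emission 617 and 671 nm | measure = percent inhibition of core106 dimerization signal | controls = wells lacking GST-core106 and wells with excess unlabelled core106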
CTSL1 counter: Fasciola hepatica cathepsin L1 inhibitors, primary screen, counter-screen for PFM18AAP inhibitor project, biochemical, QFRET, fluorogenic peptide substrate | recombinant F. hepatica cathepsin L1, Z-Leu-Arg-MCA fluorescence | inhibition, % at 5.96 µM | 300,000 compounds, 0.49% hits | AID 1906, 2009;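 active = inhibition above the mean of all tested compounds plus 3 SD, set per screening campaign, cut at about 17% in these data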;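 also: 0% = plate median of test compound wells and 100% = 1 µM Z-Phe-Ala-diazomethylketone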
Active calls of the source: *; i = inactive; nt = not tested or not shown.

Molecule	PP5 primary	proCasp3 act	GRK2 inh	VLA-4 inh	JMJD2C inh	procasp7 counter	PP1 counter	HCV core dimer	CTSL1 counter
COc1ccc(OC)c(NC(=O)Nc2ccc3c(c2)CCC3)c1	2.1	-1.9	1.0	4.0	-30.4	7.8	2.7	5.9	0.4
O=S(=O)(Nc1ccc(Cl)cc1)c1ccc2c(c1)CCO2	2.8	1.7	0.0	11.1	6.9	-0.4	-1.8	0.7	0.0
CC(C)c1ccc(OCC(=O)NCc2ccccc2)cc1	-1.8	5.4	3.0	14.2	-13.2	7.8	1.1	7.3	-0.3
COc1ccccc1CNc1ccc(Br)cn1	0.9	2.0	2.0	3.9	-5.9	0.9	-0.5	-7.8	-8.2
COc1cc(/C=C/C(=O)OCC(=O)Nc2cc(S(=O)(=O)N(C)C)ccc2Cl)ccc1O	-0.1	6.0	2.0	2.5	2.5	5.3	-2.9	0.2	-6.8
CCOC(=O)C1CCCN(S(=O)(=O)c2ccc(Br)c(OC)c2)C1 (configuration not stated)	2.2	-11.3	1.0	-5.7	11.5	13.4	0.9	-1.0	1.5
CC(C)C(NC(=O)c1ccc(F)cc1)C(=O)N1CCOCC1 (configuration not stated)	2.5	2.1	0.0	0.0	7.8	-4.7	-3.1	nt	nt
O=C(COC(=O)c1ccc(O)cc1)Nc1ccccc1-c1ccccc1	2.4	-3.7	11.0	0.6	17.3	-1.4	-3.5	0.0	-1.1
O=C(NCc1ccccc1Cl)C1CCCN1C(=O)NCc1ccccc1 (configuration not stated)	2.5	0.3	1.0	11.4	-10.5	3.7	-2.3	-5.3	0.4
COc1ccc(/C=C/C(=O)ONC2=NCCCCC2)cc1OC	2.4	0.8	0.0	9.6	i	3.7	-1.3	2.8	-14.2
CC1CCCC(NC(=O)COC(=O)c2cc(S(=O)(=O)N3CCCCC3)ccc2N2CCOCC2)C1C (configuration not stated)	2.1	1.0	0.0	6.4	8.4	-4.6	-2.6	13.7	4.6
COc1c(C)cccc1C(=O)Nc1ccc(N2CCN(S(C)(=O)=O)CC2)cc1	1.1	-8.0	2.0	1.4	10.9	-7.0	-2.0	1.8	1.4
CCOC(=O)N1CCC(N2CCCC(C(=O)c3ccc4cc(OC)ccc4c3)C2)CC1 (configuration not stated)	0.8	3.1	0.0	3.9	-1.1	1.9	0.7	0.3	4.0
c1ccc(C2CN3CCSC3=N2)cc1 (configuration not stated)	-1.2	6.7	4.0	15.7	-0.5	10.5	-2.2	0.1	-1.3
CC(=O)c1nn(-c2ccc(Cl)cc2)c(=O)[nH]c1=O	-0.9	-7.1	1.0	4.2	-2.1	4.3	0.9	3.1	-1.1
COc1ccc(Nc2nnc(Cc3ccc(Cl)cc3)c(=O)[nH]2)c(OC)c1	0.8	-2.5	0.0	3.8	2.0	-3.8	-0.3	1.4	-0.1
Cc1cc(NC(=O)c2ccccc2F)cc(C)c1OCC(=O)N1CCOCC1	0.9	8.8	1.0	-1.0	20.5	-1.9	-1.3	-0.9	1.6
O=C1CCCN1CCC1CCN(C2CC(=O)N(c3ccc(F)cc3)C2=O)CC1 (configuration not stated)	0.8	-19.9	0.0	9.1	-17.3	-29.8	2.5	-1.3	3.0
CC(C)CNC(=O)NC(=O)COC(=O)c1cc([N+](=O)[O-])ccc1NCc1ccccc1Cl	1.7	-7.4	0.0	11.5	-16.3	-9.6	0.9	0.3	1.2
O=C1C2CCCN2C(=O)N1CCCCN1CCN(c2ccc(F)cc2)CC1 (configuration not stated)	-0.3	-4.0	2.0	6.4	2.4	-0.4	-0.1	-1.7	2.7
CC(=O)NC1=NC(=O)/C(=C/c2cn(C(C)=O)nc2-c2ccccc2)S1	2.7	-2.4	1.0	-15.1	-27.4	2.3	6.2	-10.2	0.5
N#Cc1c(-c2ccco2)c2c([nH]c1=S)CCCC2	2.6	-15.9	3.0	-1.5	3.5	-24.9	3.1	13.9	0.6
O=C(Nc1ccc(Oc2ccc(C(=O)O)c(C(=O)O)c2)cc1)c1cccs1	-0.1	-9.9	0.0	8.4	-8.2	0.4	0.4	-7.1	0.8
CN(C)c1nc(=Nc2cccc(Cl)c2)ss1	1.0	-16.9	0.0	15.9	10.8	-21.1	-0.5	5.2	-11.3
CC(NC(=O)CN1C(=O)NC2(CCc3ccccc32)C1=O)c1ccc2c(c1)OCCO2 (configuration not stated)	-0.3	0.0	0.0	7.3	nt	-2.6	-4.4	nt	nt
CCOc1ccc(Cl)cc1S(=O)(=O)n1cnc2ccccc21	3.6	-11.3	8.0	3.6	-4.1	-0.4	-0.8	1.1	-2.2
O=S(=O)(NNc1ncc(C(F)(F)F)cc1Cl)c1ccc(F)cc1F	nt	-13.6	3.0	-5.1	5.9	-17.7	nt	nt	nt
NCCCC(=O)N1c2ccccc2Sc2ccccc21	1.0	1.5	0.0	30.7	4.2	-0.2	0.7	-12.0	1.2
COCCCn1nnnc1SCC(=O)N1CCN(C(=O)c2ccco2)CC1	1.5	-3.1	0.0	0.7	-6.4	-3.8	-3.7	-1.6	5.0
CSc1ccccc1OCc1cc(C(=O)NCCn2ccnc2C)no1	-0.1	-0.2	0.0	-5.1	3.8	0.3	-2.4	-7.9	-2.8
CCCC(=O)Nc1cccc(C(=O)Nc2ccccc2OCC)c1	-0.1	9.9	0.0	10.2	13.2	-2.2	0.5	4.5	2.1
O=C(NCc1ccccn1)c1ccc(Cn2cc(C(F)(F)F)ccc2=O)cc1	0.3	5.5	5.0	13.3	-2.5	-3.7	-1.2	-2.9	0.1
COc1ccccc1N1CCN(S(=O)(=O)c2cc(Br)cnc2N)CC1	2.3	0.0	3.0	22.7	-5.9	-1.4	4.6	5.5	-1.0
COc1ccc(S(=O)(=O)Nc2noc3ccccc23)cc1OC	2.7	4.1	0.0	10.4	3.0	3.5	-1.4	2.8	1.0
Cc1ccc(-c2nn(CC(=O)NCc3ccco3)c(=O)c3ccccc23)cc1	-0.3	1.0	0.0	-3.8	-6.7	-2.3	5.2	-0.1	-3.0
O=C(CN1CCN(S(=O)(=O)c2ccccc2)CC1)NC(=O)NCc1ccccc1	-0.7	11.2	0.0	1.1	0.7	3.0	-1.4	-3.1	-0.2

Some values from the entries so far:
O=S(=O)(NNc1ncc(C(F)(F)F)cc1Cl)c1ccc(F)cc1F | proCasp3 act: -13.6
CCCC(=O)Nc1cccc(C(=O)Nc2ccccc2OCC)c1 | HCV core dimer: 4.5

(cont.)
Molecule	PP5 primary	proCasp3 act	GRK2 inh	VLA-4 inh	JMJD2C inh	procasp7 counter	PP1 counter	HCV core dimer	CTSL1 counter
O=[N+]([O-])c1cccc(/C=N/n2c(-c3cccnc3)n[nH]c2=S)c1	4.5	-2.1	0.0	-13.2	-1.8	-2.8	-1.2	-12.7	0.7
CC1CCCCC1NS(=O)(=O)c1ccc(-n2cnnn2)cc1 (configuration not stated)	-1.9	-0.8	0.0	7.2	-5.5	2.9	-5.0	1.6	-2.8
CCCC(=O)N1CCc2cc(OC)c(OC)cc2C1COc1ccccc1OC (configuration not stated)	1.4	5.9	1.0	-2.7	2.9	5.7	4.0	2.3	-0.1
CC(C(=O)OCC(=O)c1ccc([N+](=O)[O-])cc1)N1C(=O)C2C3C=CC(C3)C2C1=O (configuration not stated)	3.3	-24.3	3.0	-5.7	6.5	-34.9	4.4	0.8	-2.0
COc1ccc(-n2cnnc2)cc1	1.7	0.0	0.0	6.4	6.4	1.1	-4.2	-3.9	-2.4
O=C(O)c1ccc2c(c1)C(=O)N(c1ccc(/C=C/C(=O)c3ccccc3)cc1)C2=O	3.6	3.8	46.0*	0.8	-3.5	-3.9	2.6	24.8	0.7
O=C(O)CN1C(=O)/C(=C\c2ccccc2OCc2ccc(Cl)cc2Cl)SC1=S	0.1	-15.3	0.0	-32.5	22.7	-20.7	24.3*	21.1	-0.2
Cc1cccc(N2CCN(C(=S)NCCc3ccccc3)CC2)c1C	-0.9	-4.9	0.0	5.0	-9.7	4.9	-2.1	8.7	-0.9
CCOC(=O)C1C(c2ccccc2)C(C(=O)OCC)C1c1ccccc1 (configuration not stated)	-1.4	-1.2	0.0	-6.0	-0.4	5.8	-0.8	-4.6	-1.0
CC(=O)Nc1ccc(OS(=O)(=O)c2ccccc2C)cc1	-1.3	-1.6	1.0	4.0	2.3	-1.9	-2.8	-1.6	-5.3
Cc1cc(NC(=S)N(CCCN2CCN(C)CC2)Cc2ccco2)ccc1Cl	-1.2	-0.7	0.0	5.5	5.1	-12.9	4.9	-1.4	0.9
Cn1cc(Br)c(C(=O)NC2CCCCC2)n1	-0.4	4.0	0.0	3.9	-10.6	-6.6	0.9	0.2	2.2
Cc1cccc(/C=N/NC(=O)c2ccccc2OCc2cccc(Br)c2)n1	3.0	4.7	2.0	-8.4	-1.9	6.3	7.6	14.2	5.5
CCOC(=O)c1oc2nc3c(cc2c1N)CCCC3	-2.0	3.0	3.0	12.5	-5.3	0.8	-0.1	-5.2	-1.4
COc1ccccc1N1CCN(C(=O)c2sc3nc(-c4ccc(F)cc4)cn3c2C)CC1	2.3	-4.3	4.0	1.6	-7.6	-5.7	3.1	-1.2	2.6
Cc1cc(N2CCOCC2)nc2ccc(Cl)cc12	1.8	-4.6	2.0	-2.7	16.6	13.3	1.5	2.9	1.4
Cc1ccccc1CN1CCC(CNC(=O)Nc2ccc(F)cc2F)CC1	3.8	-6.2	0.0	-1.0	-13.8	13.9	-2.1	5.9	-1.3
O=C(CSc1ccc(-c2nc3ccccc3[nH]2)cn1)Nc1ccc(S(=O)(=O)N2CCCC2)cc1	-3.7	-1.5	0.0	3.0	2.9	-2.2	9.3	6.6	-1.3
NC1=NC(=O)C(Cc2cccc(Cl)c2Cl)S1 (configuration not stated)	0.7	5.8	0.0	-4.0	-5.6	-6.7	-0.1	-5.1	5.2
